KAT2A inh: blocks human GCN5L2 histone acetyltransferase | GCN5L2 HAT assay, ThioGlo1 CoA-SH fluorescence | actives 0.21% (n = 390,000) | Potency, µM (titrated, usually from 58.9 µM), inactives show at the top dose activity change, negative = inhibition, hits mostly inhibitors | Q92830 | AID 504327
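Enzyme at 20nM final was mixed with library compounds for 15 min at room temperature. Peptide H3(1-25) at 75uM, acetyl-CoA at 70uM and ThioGlo1 at 50uM were then added. Plates were read immediately and after 20 min (Ex340nm/Em540nm).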
TDP1 inh: TDP1 (human) enzyme inhibition. Q9NUW8. actives 0.28% (n = 350,000). Potency, µM (titrated, usually from 130 µM), for inactives: at the top dose activity change, negative = inhibition, actives largely listed as inhibitors. AID 485290. recombinant TDP1, AlphaScreen DNA substrate cleavage; note: nearly all actives have a fitted effect of over 40% in size
Target sequence (Q9NUW8 whole entry, looked up): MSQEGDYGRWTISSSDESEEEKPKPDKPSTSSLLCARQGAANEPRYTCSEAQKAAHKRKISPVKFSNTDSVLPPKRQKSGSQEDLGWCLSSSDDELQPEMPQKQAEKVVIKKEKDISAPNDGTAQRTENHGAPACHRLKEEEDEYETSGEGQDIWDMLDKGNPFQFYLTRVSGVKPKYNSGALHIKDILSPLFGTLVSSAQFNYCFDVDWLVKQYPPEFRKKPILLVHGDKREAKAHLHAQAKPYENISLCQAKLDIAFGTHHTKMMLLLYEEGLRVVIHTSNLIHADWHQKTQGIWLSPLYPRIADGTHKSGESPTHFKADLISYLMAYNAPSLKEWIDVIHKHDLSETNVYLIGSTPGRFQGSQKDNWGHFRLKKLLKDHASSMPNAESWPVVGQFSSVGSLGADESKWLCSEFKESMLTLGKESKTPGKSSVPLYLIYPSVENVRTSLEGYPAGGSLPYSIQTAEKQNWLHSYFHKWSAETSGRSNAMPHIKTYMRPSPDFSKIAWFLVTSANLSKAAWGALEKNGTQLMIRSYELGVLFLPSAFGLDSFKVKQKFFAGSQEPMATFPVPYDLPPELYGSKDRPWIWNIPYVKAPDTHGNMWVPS
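Steps: enzyme plus compound, 15 min RT; add biotin/phosphotyrosine-FITC oligonucleotide (15 nM final), react 5 min; add donor/acceptor beads (10 ug/ml final), 10 min; read AlphaScreen. Tdp1 at 1 nM final.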
TDP1 cell noCPT: qHTS for Inhibitors of human tyrosyl-DNA phosphodiesterase 1 (TDP1): qHTS in cells in absence of CPT | DT40 Tdp1-/- hTDP1 cells, no CPT, ATP luminescence, 48 h | Potency, µM (series often up to 46.2 µM), for the others: at the top dose activity change, negative = growth inhibition, hits mostly inhibitors | actives 15% (n = 420,000) | AID 686978, 2013; note: nearly all actives have a fitted effect of over 55% in size
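Cells were dispensed at 400 per well, compounds added by pin tool, plates incubated ≥48 hr at 37 °C, then CellTiter-Glo added for 30 min at room temperature before luminescence reading. Line: DT40 Tdp1-/- complemented with hTDP1; camptothecin omitted.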
* marks the source's active call; other numbers are inactive results; u = inconclusive; x = not tested or not shown; & = joins results of further samples; [ ] = another dose, or the depositor's remark. Calls come from the whole dose curve; as a rule, active = well fitted curve in the direction sought with a large enough effect; inconclusive = small, poorly fitted or top-dose-only effect, or another doubt; inactive = no such curve, though single readings can be large; an effect the other way counts as inactive or inconclusive. % is set by controls: 0 for no effect and ±100 for the full control effect; potency is the fitted concentration of half-maximal effect. Not all compounds are listed; the hit share may differ from the screen's.

SMILES	KAT2A inh	TDP1 inh	TDP1 cell noCPT
Cc1nn(-c2ccc(F)cc2)c2sc(C(=O)OC3CCOC3=O)cc12 (stereo unspecified)	-14%	0%	-8%
Cc1ccc(C(=O)N2CC(C)OC(C)C2)cc1S(=O)(=O)N1CCCCC1 (stereo unspecified)	-2%	0%	u
Cc1cc(C)n2nc(C(=O)OCC(=O)c3ccccc3)nc2n1	-6%	-6%	u
CC1=NN(C(=O)CSCc2ccccc2)C(O)(c2ccccc2)C1 (stereo unspecified)	-23%	8%	-1%
CC(C)(C)NC(=S)NCc1ccco1	1%	-3%	10%
Cc1ccc(CN(C)c2nc(-c3cccnc3)nc3ccccc23)o1	-10%	8%	16µM*
Cc1ccccc1C(=O)O	-23%	1%&12%	-1%
CC(C)NS(=O)(=O)c1ccc(CCC(=O)NCc2ccc3c(c2)OCO3)cc1	1%	-3%	-11%
CCCCn1c(=O)[nH]c(=O)c2c1nc(-c1ccc(C)c([N+](=O)[O-])c1)n2CC	-4%	5%	21µM*
Cc1cc(C)nc(NC(=O)c2cnc3sccn3c2=O)n1	-1%	2%	3%
COC(=O)C1=C(C)N(Cc2ccccc2)C(=NCc2cccc(C(F)(F)F)c2)N[C@H]1c1cccc(F)c1	u	x	6.5µM*
COc1ccc(NC(=O)c2cc3c(=O)n4ccccc4nc3n2C)cc1OC	-1%	2%	u
O=C1OC(CN2CCOCC2)CN1N=Cc1ccc([N+](=O)[O-])o1 (stereo unspecified)	-18%	x	u
COc1cccc(NC(=O)CSc2nc3c(sc4ccccc43)c(=O)n2CCN(C)C)c1	-6%	8%	u
Cc1ccc(C)c(N2CCN(C(=O)C(C)n3nc(C)c4sc5ccccc5c4c3=O)CC2)c1 (stereo unspecified)	-5%	0%	-15%
COc1ccccc1NC(=O)CCNS(=O)(=O)c1ccc2c(c1)CCN2C(=O)C1CC1	-5%	2%	u
O=C(Nc1ccccn1)c1cccc(S(=O)(=O)N2CCCc3ccccc32)c1	-13%	0%	u
CC(=O)c1sc(N/N=C2\CC3CCC2(C)C3(C)C)nc1C (stereo unspecified)	-2%	3%	u
Cc1ccc2c(c1)N(CC(=O)NCCCN1CCN(C)CC1)C(=O)CO2	-2%	x	-14%
COc1cccc(-c2ccc(SCC(=O)NC3CCCC3)nn2)c1	-4%	4%	-9%
CCN(CC)C(=O)c1c(-c2ccccc2)c(-c2ccccc2)nn(CC)c1=O	-1%	7%	u
CCCCNc1nc(C)c(C(C)=O)cc1C#N	-9%	-3%	-4%
COC(=O)Cc1ccc(NC(=S)NN2CCOCC2)cc1	-19%	0%	4%
Cc1cccc2nc(C(F)(F)F)nc(=O)n12	13%	1%	15%
Cc1cc(=O)oc(C)c1C(=O)NCc1ccco1	-5%	-2%	-15%
CC(C)(C)C(=O)N1CCN(c2ncccc2C(F)(F)F)CC1	3%	3%	-25%
CCCCNC(=O)c1ccc(-c2nc(CS(=O)(=O)c3ccc(C)cc3)c(C)o2)cc1	-5%	6%	u
COc1cccc(N2C(=O)C3CCCN3C2c2ccc(Cl)cc2)c1 (stereo unspecified)	-8%	2%	1%
CN1CCc2c(sc3ncn4nc(-c5ccccc5O)nc4c23)C1	3%	10%	x
COc1ccc(-c2nc(Cn3c(=O)cc(C)c4c(C)nn(-c5ccccc5)c43)c(C)o2)cc1OC	5%	5%	6%
Cn1c(Cc2ccccc2)nnc1SCC(=O)Nc1cccc(S(=O)(=O)NC2=NCCCCC2)c1	-3%	5%	7%
CC1CCN(C(=O)c2ccc(SCc3ccccc3F)c([N+](=O)[O-])c2)CC1	-9%	5%	u
CCN(CC)CCCNC(=O)c1nn(-c2ccc(OC)cc2)c(=O)c2c1c1ccccc1n2C	-1%	-5%	7%
N#Cc1c(-c2ccccc2)c(-c2ccccc2)nn(CC(=O)NNC(=O)Nc2ccc(Cl)c(Cl)c2)c1=O	-11%	8%	u
Cc1ccc(NC(=O)c2oc3ccc(S(=O)(=O)N4CCCCCC4)cc3c2C)cc1Cl	-5%	13%	-7%
O=S(=O)(c1ccc(Cl)cc1)N1CCN2CCCC2C1 (stereo unspecified)	-1%	x	16%
CCOC(=O)c1[nH]c(C)c(C(=O)OCC(=O)N2CCCCC2C)c1C (stereo unspecified)	-16%	-6%	u
CCOc1ccc(CCNC(=O)c2ccc(F)c(S(=O)(=O)N3CCOCC3)c2)cc1OCC	-3%	4%	u
CCOC(=O)C1=CN(Cc2ccco2)S(=O)(=O)N(C)C1c1ccc2ccccc2c1 (stereo unspecified)	-13%	0%[56.1 µM]	u
CCCCCCCCCCCCCC(=O)OC(C)C	44%[activator]	4%	-3%
COCCC(C(=O)Oc1c(C(C)(C)C)cc(C)cc1C(C)(C)C)c1ccccc1 (stereo unspecified)	-20%	-7%	u
CC(=O)c1cccc(NC(=O)C(=O)c2cn(CC(=O)N3CCCCC3)c3ccccc23)c1	-6%	8%	23µM*
Cc1ccc(S(=O)(=O)N2CCOCC2)cc1C(=O)NCc1ccc(F)cc1	1%	4%	-16%
O=C1CC(c2ccccc2)Oc2ccccc21 (stereo unspecified)	0%	12%[56.1 µM]	u
Cc1cc(C)n(Cc2cnc(N3CCOCC3)s2)n1	2%	9%	32%
COc1cccc(C(=O)NCC(=O)N/N=C/c2c(C)[nH]c3ccccc23)c1	-6%	5%	u
Cc1ccc(S(=O)(=O)N2CCN(C(=O)CN3CCN(C)CC3)C2)cc1	u	0%	-13%
Cc1nc2ccc(S(=O)(=O)Nc3ccc(-c4nc5cccnc5s4)cc3)cc2s1	-7%	7%	-23%
O=C(COC(=O)c1nc(Cl)ccc1Cl)NC1CCCCCC1	-7%	1%	-5%
Cc1c(NC(=O)C(C)Sc2ccc3ccccc3n2)c(=O)n(-c2ccccc2)n1C (stereo unspecified)	4%	3%	-24%
CCOC(=O)/C(C#N)=N/Nc1ccccc1C(=O)O	-11%	4%	25%
CCOc1ccccc1NC1=NCC(=O)N1Cc1ccc(F)cc1	-1%	2%	-10%
CCS(=O)(=O)c1c(Nc2ccc(F)c(Cl)c2)sc(C(=O)c2ccccc2)c1N	-9%	-3%	u
CCOC(=O)/C(C#N)=C/N1CCOCC1	1%	0%	-17%
O=C(Nc1cnn(Cc2ccc(Cl)c(Cl)c2)c1)C12CC3CC(CC(C3)C1)C2	-8%	-4%[56.1 µM]	u
CN(C)S(=O)(=O)c1cccc(NC(=O)COc2ccc(S(=O)(=O)N3CCOCC3)cc2Cl)c1	-2%	1%	u
CCc1cc(=O)oc2cc(OCC=C(C)C)ccc12	-11%	-2%	-20%
O=C(c1cc(COc2ccc3ncccc3c2)on1)N1CCC[C@H]1CO	4%	9%[56.1 µM]	8.2µM*
COc1ccc(-n2ncc(C(=O)Nc3cccc(C(F)(F)F)c3)c2C2CCN(C(=O)OC(C)(C)C)CC2)cc1	25%	-4%	u
CCOc1nc(-c2ccccc2)ccc1-c1noc(-c2ccco2)n1	1%	0%	-19%

2 compounds drawn at random from those above:
SMILES	KAT2A inh	TDP1 inh	TDP1 cell noCPT
COC(=O)Cc1ccc(NC(=S)NN2CCOCC2)cc1	-19%	0%	4%
COc1ccccc1NC(=O)CCNS(=O)(=O)c1ccc2c(c1)CCN2C(=O)C1CC1	-5%	2%	u

(cont.)
SMILES	KAT2A inh	TDP1 inh	TDP1 cell noCPT
O=C(Cn1c(=O)n(-c2ccccc2)c(=O)n1CC(=O)N1CCCCC1)N1CCCCC1	-1%	4%	8%
Cc1c(C#N)c(NC(=O)C(C)C)n(Cc2ccccc2)c1C	-2%	1%	21%
CC1(C)CC(=O)C(C=Nc2ccc(O)c(N=CC3=C(O)CC(C)(C)CC3=O)c2)=C(O)C1	-3%	-2%	u
CCn1c(SC)nnc1-c1nnc(SC)n1CC	-10%	0%	8%
COc1ccc(-c2cn(-c3ccc(OC)cc3)c(=S)[nH]2)cc1	-7%	-4%	18µM*
CCCC(=O)N1CCN(c2nc3ccc(F)cc3s2)CC1	-2%	3%	12µM*
Cc1ccc(C)c(N2CCN(S(=O)(=O)c3cc(Br)cc4c3N(C(=O)C3CC3)CC4)CC2)c1	-3%	6%	-5%
C[C@@H]1CC[C@@]2(OC1)OC1CC3C4CC=C5CC(O)CCC5(C)C4CCC3(C)C1[C@@H]2C (stereo partly specified)	x	8%	-8%[9.04 µM]
COc1cccc(CC(=O)Nc2cccc3ccccc23)c1	-4%	0%	-2%
Cn1c(=O)c(-c2ccccc2)nc2cncnc21	-13%	x	3%
CSCC[C@@H](C(=O)NCCCCCCCCCCC(=O)N1CCNCC1)n1cc(CCO)nn1	-2%	2%	u
N/C(=N\N=C\c1ccnc2ccccc12)SC1CC(=O)N(c2ccc(Br)cc2)C1=O (stereo unspecified)	-13%	3%	15µM*
CC(=O)Nc1ccc(NC(C)=O)s1	-7%	2%	2%
COc1ccccc1C(=O)Nc1cccc(C(=O)OCc2cc(=O)n3ccsc3n2)c1	-3%	6%	-19%
O=C(NCc1ccc2c(c1)OCO2)c1ccc2c(c1)N(Cc1ccccc1F)C(=O)c1ccccc1S2	-3%	-4%	-9%
S=c1[nH]nc(-c2ccccc2)n1/N=C/C=C/c1ccco1	-26%	3%	u
O=c1c(/C=N/Nc2ccccc2)c(Sc2nnnn2-c2ccccc2)nc2ccccn12	-3%	8%	15%
Nc1ncnc2c1ncn2[C@@H]1O[C@H](CNS(=O)(=O)CCCCl)[C@@H](O)[C@H]1O	-2%	0%	-9%
CCn1nnc2cc(C(=O)Nc3cccc(Cl)c3)ccc21	u	5%	-17%
CCSc1ccc(C(=O)Nc2ccc(Br)cn2)cc1[N+](=O)[O-]	-7%	-3%	u
CCc1nc(C)cn1S(=O)(=O)c1cc(Cl)c(OC)cc1Cl	-4%	6%	u
CN(C)C=NC(=O)c1ccc([N+](=O)[O-])c(CS(=O)(=O)c2ccc(Cl)cc2)c1	-4%	3%	-26%
COc1ccc(N2CCN(C(=O)c3ccc(C)cc3Cl)CC2)cc1	x	4%	u
O=C(CCn1c2c(c3ccccc31)CCCC2)NNC(=O)c1ccc([N+](=O)[O-])cc1	-12%	6%	12µM*

An excerpt from above in order of SMILES length, ascending.
SMILES	KAT2A inh	TDP1 inh	TDP1 cell noCPT
CC(=O)Nc1ccc(NC(C)=O)s1	-7%	2%	2%
Cn1c(=O)c(-c2ccccc2)nc2cncnc21	-13%	x	3%
COc1cccc(CC(=O)Nc2cccc3ccccc23)c1	-4%	0%	-2%
CCCC(=O)N1CCN(c2nc3ccc(F)cc3s2)CC1	-2%	3%	12µM*
CCn1nnc2cc(C(=O)Nc3cccc(Cl)c3)ccc21	u	5%	-17%
COc1ccc(N2CCN(C(=O)c3ccc(C)cc3Cl)CC2)cc1	x	4%	u
CCSc1ccc(C(=O)Nc2ccc(Br)cn2)cc1[N+](=O)[O-]	-7%	-3%	u
COc1ccccc1C(=O)Nc1cccc(C(=O)OCc2cc(=O)n3ccsc3n2)c1	-3%	6%	-19%
O=c1c(/C=N/Nc2ccccc2)c(Sc2nnnn2-c2ccccc2)nc2ccccn12	-3%	8%	15%
CSCC[C@@H](C(=O)NCCCCCCCCCCC(=O)N1CCNCC1)n1cc(CCO)nn1	-2%	2%	u
N/C(=N\N=C\c1ccnc2ccccc12)SC1CC(=O)N(c2ccc(Br)cc2)C1=O (stereo unspecified)	-13%	3%	15µM*
O=C(CCn1c2c(c3ccccc31)CCCC2)NNC(=O)c1ccc([N+](=O)[O-])cc1	-12%	6%	12µM*
CN(C)C=NC(=O)c1ccc([N+](=O)[O-])c(CS(=O)(=O)c2ccc(Cl)cc2)c1	-4%	3%	-26%
O=C(NCc1ccc2c(c1)OCO2)c1ccc2c(c1)N(Cc1ccccc1F)C(=O)c1ccccc1S2	-3%	-4%	-9%
Cc1ccc(C)c(N2CCN(S(=O)(=O)c3cc(Br)cc4c3N(C(=O)C3CC3)CC4)CC2)c1	-3%	6%	-5%
C[C@@H]1CC[C@@]2(OC1)OC1CC3C4CC=C5CC(O)CCC5(C)C4CCC3(C)C1[C@@H]2C (stereo partly specified)	x	8%	-8%[9.04 µM]

Going on with the list.
SMILES	KAT2A inh	TDP1 inh	TDP1 cell noCPT
Cc1ccc(CN2C(=O)CCC2C(=O)NC2CC2)cc1 (stereo unspecified)	u	4%	-6%
COc1cc2ncnc(NCc3cccc(Cl)c3)c2cc1OC	-8%	5%	15µM*
CCCN1C2CCCC1CC(NC(=S)Nc1cccc(C)c1C)C2 (stereo unspecified)	24%	x	u
CCOc1ccc(N(Cc2cc3cc(OC)ccc3[nH]c2=O)S(C)(=O)=O)cc1	1%	6%	u
Cc1ccc(S(=O)(=O)N2CCCCC2)cc1NC(=O)COC(=O)Cc1ccc(Cl)cc1	-9%	5%	-4%
CCOc1cc(S(=O)(=O)Nc2cc(C)cc(C)c2)ccc1Cl	-15%	0%	16µM*
